LmPK inh: inhibitors of Leishmania mexicana pyruvate kinase; Q27686; purified LmPK, Kinase-Glo ATP luminescence, 1 h; Potency, µM (doses to about 57.5 µM), for inactives: top-dose activity change, negative = inhibition, actives largely listed as inhibitors; actives 0.37% (n = 290,000); AID 1721; also: potency is read from the fitted curve at half-maximal effect; % is scaled to controls: 0 for no effect and ±100 for the full control effect
Target sequence (Q27686 whole entry, looked up): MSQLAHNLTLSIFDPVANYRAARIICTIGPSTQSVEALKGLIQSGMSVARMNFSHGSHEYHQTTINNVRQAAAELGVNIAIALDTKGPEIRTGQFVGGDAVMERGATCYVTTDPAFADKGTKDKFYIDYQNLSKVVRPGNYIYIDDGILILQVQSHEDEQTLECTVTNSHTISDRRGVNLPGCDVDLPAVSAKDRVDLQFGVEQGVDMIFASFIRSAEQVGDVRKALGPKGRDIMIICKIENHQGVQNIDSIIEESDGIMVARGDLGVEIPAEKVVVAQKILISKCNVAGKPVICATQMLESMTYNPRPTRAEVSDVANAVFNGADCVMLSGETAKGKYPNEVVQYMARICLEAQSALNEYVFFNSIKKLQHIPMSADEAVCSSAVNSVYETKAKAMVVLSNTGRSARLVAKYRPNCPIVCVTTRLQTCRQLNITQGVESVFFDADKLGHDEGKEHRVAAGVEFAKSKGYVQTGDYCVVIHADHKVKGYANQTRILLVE
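Kinase-Glo luminescence read after 1 h RT reaction of 0.1 nM LmPK with 0.5 mM PEP and 0.1 mM ADP. Activity scaled between uninhibited and enzyme-free controls.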
HCV inhibitor: HCV inhibition; Huh7.5.1 HCVcc-Cre infection, luciferase reporter, 44 h; Potency, µM (top dose mostly 41.8 µM), inactives show at the highest dose activity change, negative = inhibition, usual class: inhibitors; actives 3.4% (n = 340,000); also: potency is read from the fitted curve at half-maximal effect; % is scaled to controls: 0 for no effect and ±100 for the full control effect
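Compounds are dispensed onto cells plated 4 h earlier at 1,000 per well, with HCVcc-Cre virus (about 0.5 moi) added next. Following 44 h of culture, luminescent signal is measured for 15 sec after 15 min with substrate at room temperature.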
Shiga toxin inh: inhibitors of Shiga toxin in Vero cells. actives 9.2% (n = 290,000). AID 2315. inhibition, % at 38.7 µM. Vero cells, Shiga toxin protein synthesis inhibition reporter; in the data active = inhibition mostly above about 28%, no sharp cut-off; inactive = mostly below about 43%; also: 0% is about no effect
Pf growth 48h: inhibits P. falciparum growth in the first generation, 48 h. AID 504832. P. falciparum luciferase growth in erythrocytes, 48 h. actives 5.9% (n = 310,000). Potency, µM (doses to about 28.7 µM), for the others: at the top dose activity change, negative = inhibition, hits mostly inhibitors; also: potency is read from the fitted curve at half-maximal effect; % is scaled to controls: 0 for no effect and ±100 for the full control effect
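A one-generation exposure of luciferase-tagged malaria parasites in RPMI 1640/Albumax erythrocyte culture, 37 C and 5% CO2. Inhibition is inferred from decreased luminescence after adding detection reagent.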
CHX counter: affects cycloheximide protein synthesis inhibition readout, counter-screen | cell reporter, cycloheximide protein synthesis inhibition counterscreen | AID 2314 | actives 12% (n = 300,000) | max response, %; in the data active = max response mostly above about 13%, no sharp cut-off; inactive = mostly below about 14%; also: read at 38.3 µM for the half of the compounds with a filed dose; 0% is about no effect
Pf growth 96h: P. falciparum growth inhibition at 96 hours; P. falciparum luciferase reporter growth, 96 h; Potency, µM (titrated, usually from 28.7 µM), for the others: top-dose activity change, negative = inhibition, hits mostly inhibitors; actives 6.9% (n = 320,000); AID 504834; also: potency is read from the fitted curve at half-maximal effect; % is scaled to controls: 0 for no effect and ±100 for the full control effect
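P. falciparum expressing integrated firefly luciferase grown in erythrocytes (2% hematocrit, 0.05% parasitemia final) with compounds for 96 hours at 37 C, 5% CO2. Growth inhibition read as loss of luminescence after adding luciferase detection reagent.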
TbPYK inhibitor: T. brucei pyruvate kinase inhibition; actives 0.12% (n = 410,000); TbPYK enzyme, Kinase-Glo Plus ATP luminescence, 45 min; AID 624173; Potency, µM (titrated, usually from 76.8 µM), for inactives: top-dose activity, negative = inhibition, actives largely listed as inhibitors; also: potency is read from the fitted curve at half-maximal effect; % is scaled to controls: 0 for no effect and ±100 for the full control effect; nearly all actives have a fitted effect of over 50% in size
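TbPYK + substrate in 50 mM TEA pH 7.2, 100 mM KCl, 10 mM MgCl2, 0.05% BSA, 0.01% Tween-20; cpd pinned; ADP 130 uM final; 45 min RT; Kinase-Glo Plus 10 min; luminescence endpoint.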
Starred values were filed as active, the others as inactive; ? = inconclusive; · = not tested or not shown; [ ] = dose if it differs, or a comment. Unless noted, calls follow the shape of the dose curve; as a rule, active = well fitted curve in the direction sought with a large enough effect; inconclusive = small, poorly fitted or top-dose-only effect, or another doubt; inactive = no such curve, though single readings can be large; an effect the other way counts as inactive or inconclusive.

SMILES	LmPK inh	HCV inhibitor	Shiga toxin inh	Pf growth 48h	CHX counter	Pf growth 96h	TbPYK inhibitor
O=C(Cc1cccc2ccccc12)Nc1nnc(-c2cccc([N+](=O)[O-])c2)s1	3%	2%[8.37 µM]	-6	26%	-4	-37%	3%
CC(C)NC(=O)N(Cc1ccc(Cl)cc1)Cc1cccs1	0%	-2%	-10	32%[activator]	-1	35%[activator]	-1%
Cn1c(CNC2CCCCC2)nc2ccccc21	-7%	32%[activator]	-3	4%	10	?	-5%
O=C(NCc1ccc(Cl)cc1)c1cnn2ccccc12	7%	?	80*	·	56*	1%	7%
COc1ccc(CNC(=O)c2cccnc2)cc1	-1%	-6%	-4	5%	9	?	0%
COc1cc(CO)cc(Br)c1OCC(=O)N1CCCCC1	-4%	8%	17	30%	7	·	3%
O=C(Oc1ccc(NC2=NS(=O)(=O)c3ccccc32)cc1)c1cccnc1	1%	4%	-10	-12%	8	-11%	-6%
O=C(NCc1ccon1)C1CCC(=O)N(Cc2cccc(C(F)(F)F)c2)C1 (stereo unspecified)	2%	16%	39	35%[activator]	20*	81%[activator]	6%
CCOC(=O)N1CCC(NC(=O)c2ccc(CS(=O)c3cccc(Cl)c3)o2)CC1 (stereo unspecified)	-9%	3%	7	0%	-3	9.3µM*	3%
O=C(COc1ccccc1[N+](=O)[O-])N1CCC(Cc2ccccc2)CC1	-5%[11.5 µM]	7%	-2	7%	-3	-25%	1%
NC(=O)c1ccc(-n2nnnc2Oc2ccccc2)cc1	2%	-2%	-10	3%	-1	·	?
O=C(COc1ccc(F)cc1)N(Cc1ccc(Cl)cc1)C1CCS(=O)(=O)C1 (stereo unspecified)	11%	3%	-5	-8%	-3	-10%	10%
O=C1CSC(=Nc2ccc(O)cc2)N1	-1%	8%	-8	2%[0.00184 µM]	-2	0%	-16%
COc1ccc(COC(=O)C2CCN(C(=O)c3ccc(Cl)cc3)CC2)cc1F	·	17%	·	-9%	·	38%[activator]	-3%
COc1nccnc1NS(=O)(=O)c1ccc(NC(=S)NC(=O)c2cccnc2)cc1	-19%	19%	-2	?	1	?	0%
CCOC(=O)c1ccc(N2C(=O)C3CCCN3C2=S)cc1 (stereo unspecified)	·	-6%	·	?	·	?	-6%
CN(C)S(=O)(=O)c1ccc(C(=O)Nc2ccc3ncccc3c2)cc1	-2%	-10%	41*	4%	32*	?	-4%
COc1ccc(C(=O)NNC2CC(=O)N(Cc3ccccc3)C2=O)cc1OC (stereo unspecified)	-5%	14%	-9	7%	-2	31%[activator]	5%
CCCSc1cc(Cl)nc(N)n1	-1%	4%	2	37%[activator]	-1	7%	-2%
COc1ccc(-c2csc(NC(=O)CN3C(=O)C4CCCCC4C3=O)n2)cc1OC (stereo unspecified)	-5%	?	-9	-25%	-9	-26%	-8%
O=C(COc1ccc(Br)cc1Cl)N1CCN(c2ccccn2)CC1	-11%	0%	-23	1%	-3	33%[activator]	-8%
CC1(C)CC(CCC(=O)Nc2ccc(S(N)(=O)=O)cc2)C(=O)O1 (stereo unspecified)	-3%	15%	28	19%	-3	15%	3%
Cc1ccc(NC(=O)CNC(C)c2ccccc2)cc1 (stereo unspecified)	-2%	12%	50*	34%[activator]	29*	28%	-5%
COC(=O)c1ccc(C2/C(=C(/O)c3ccc4c(c3)CC(C)O4)C(=O)C(=O)N2Cc2cccnc2)cc1 (stereo unspecified)	-3%	4%	-6	-1%	-4	?	1%
CC(CCc1ccccc1)NC(=O)CN1CCN(Cc2ccc(Cl)cc2)C1=O (stereo unspecified)	7%	?	-10	·	-6	22%	0%
The results go on.
SMILES	LmPK inh	HCV inhibitor	Shiga toxin inh	Pf growth 48h	CHX counter	Pf growth 96h	TbPYK inhibitor
N#Cc1ccc(-n2nccc2-c2cnc3n(c2=O)CCS3)cc1	0%	4%	2	·	26*	19%	-20%
COc1ccc(S(=O)(=O)Nc2ccccc2C(=O)Nc2nc(-c3ccc(F)cc3)cs2)cc1OC	2%	?	4	3.3µM*	1	?	-7%
COc1ccc(C/C(N)=N/n2cnnc2)cc1Cl	0%	13%	-6	25%	-1	60%[activator]	-8%
CCCCN(C(=O)c1ccc(OC(F)(F)F)cc1)c1c(N)n(CCC)c(=O)[nH]c1=O	-2%	0%	-16	7%	11	-1%	-2%
O=C(CSc1nc2c(c(=O)[nH]1)CCC2)Nc1ccc(F)cc1	-1%	4%	-3	17%	-2	37%[activator]	-2%
CCN1CCN(C(=O)C2CCCN(c3ncnc4c3nc3n4CCCCC3)C2)CC1 (stereo unspecified)	-2%	6%	16	?	-1	10µM*	2%
O=C(CCNC(=O)c1ccco1)Nc1ccc(N2CCOCC2)cc1	1%	15%	9	0%	-2	?	0%
NNc1n[nH]c(=S)n1N	0%	17%	63*	?	40*	-16%	-22%
CCOc1ccc(C(C(=O)NC2CCCC2)N(Cc2ccccc2)C(=O)c2nsc(Cl)c2Cl)cc1 (stereo unspecified)	-3%	?	11	13µM*	15*	?	2%
O=C(CCc1ccccc1)Nc1nc2n(n1)C(c1ccccc1)CC(=O)N2 (stereo unspecified)	-1%	10%	48	2%	-3	?	-11%
CC1(C2(O)CC(c3ccccc3)ON2)CCCCC1 (stereo unspecified)	10%	·	15	·	18	·	·
COc1ccc(O)c(/C=N/NC(=O)CCC(=O)Nc2cccc(C)c2)c1	-8%	?	0	9%	1	-25%	1%
Cc1ccsc1C(=O)C1CCCN(Cc2ccc(-n3cccn3)cc2)C1 (stereo unspecified)	5%	?	-12	18%	-2	25%	2%
COc1cccc(-c2cc(C(=O)Nc3ccc([N+](=O)[O-])cn3)c3ccccc3n2)c1	0%	8%	-6	?	3	-6%	1%
Cc1ccc2cccc(OCC(=O)c3cc(C)n(Cc4ccco4)c3C)c2n1	-14%	·	101	13µM*	25*	?	·
CN(C)c1ccc(C(=S)N2CCN(S(=O)(=O)c3ccccc3)CC2)cc1	4%	3%	4	-17%	11	-10%	6%
C/C(=N/O)c1no[n+]([O-])c1/C(C)=N\O	-4%	10%	53	4%	-3	28%	-1%
COc1ccc(-c2nc(CN3CCN(c4ncccn4)CC3)c(C)o2)cc1C	11%	-10%	30	11%	-2	22%	0%
COc1ccc(C(=O)N2CCN(S(=O)(=O)c3ccc(Cl)cc3)CC2)cc1OC	0%	2%	-32	-17%	-3	·	-7%
O=C(Nc1ccc(S(=O)(=O)Nc2ncccn2)cc1)c1nn(Cc2ccccc2)c(=O)c2ccccc12	-1%	?	-6	1.9µM*	-5	?	4%
COc1cccc(N2CCN(C(=O)CN(c3cc(C)cc(C)c3)S(=O)(=O)c3c(C)noc3C)CC2)c1	2%	?	-3	?	-3	10µM*	3%
Cc1ccc(C)c(N/N=C2\CCCNC2=O)c1	1%	1%	-4	43%[activator]	-1	110%[activator]	-27%
COC(=O)c1cc(=O)nc2sc(-c3ccccc3)nn12	-3%	13%	-10	51%[activator]	-3	0%	-17%
O=C(CN1CCCCC1)c1ccc(OC(F)F)cc1	-5%	13%	-6	7%	-5	-15%	-4%
O=C(Nc1ccc(C(=O)O)cc1)/C(=C\c1ccccc1)NC(=O)c1ccccc1	-2%	·	-3	1%	-2	-26%	-4%

Nothing new here: an excerpt of the list.
SMILES	LmPK inh	HCV inhibitor	Shiga toxin inh	Pf growth 48h	CHX counter	Pf growth 96h	TbPYK inhibitor
N#Cc1ccc(-n2nccc2-c2cnc3n(c2=O)CCS3)cc1	0%	4%	2	·	26*	19%	-20%
COc1ccc(S(=O)(=O)Nc2ccccc2C(=O)Nc2nc(-c3ccc(F)cc3)cs2)cc1OC	2%	?	4	3.3µM*	1	?	-7%
COc1ccc(C/C(N)=N/n2cnnc2)cc1Cl	0%	13%	-6	25%	-1	60%[activator]	-8%
CCCCN(C(=O)c1ccc(OC(F)(F)F)cc1)c1c(N)n(CCC)c(=O)[nH]c1=O	-2%	0%	-16	7%	11	-1%	-2%

(next part)
SMILES	LmPK inh	HCV inhibitor	Shiga toxin inh	Pf growth 48h	CHX counter	Pf growth 96h	TbPYK inhibitor
COc1ccccc1Nc1nc(C)nc2c1oc1ccccc12	2%	?	11	-13%	-4	?	1%
COc1ccc(C(CC(=O)N2CCCC2)C(C)C)cc1 (stereo unspecified)	-3%	18%	-12	10%[0.00184 µM]	-3	-5%	2%
Cc1sc(NC(=O)c2ccco2)c(C(c2cccnc2)N2CCC(C)CC2)c1C (stereo unspecified)	0%	8.9µM*	2	1.9µM*	-4	·	-3%
C=CCNC(=O)NC(=O)COC(=O)/C(C#N)=C/c1cc(C)n(CCC(C)C)c1C	5%	·	-10	-1%	7	123%[activator]	-4%
Cc1ccccc1-n1nc2c(c1NC(=O)c1cccc(F)c1)CS(=O)C2 (stereo unspecified)	3%	2%	19	·	-5	?	-4%
CCn1cc(/C=C(\NC(=O)c2ccccc2)C(=O)NCCCN2CCOCC2)c2ccccc21	4%	-5%	-5	-9%	-3	41%[activator]	1%
COc1ccccc1-n1c([S-])c(C(=O)Nc2ccccc2C(F)(F)F)[n+]2ccc(C(=O)NCCO)cc12	-1%	6%	-6	?	-5	-15%	-5%
CCC(C(=O)OC)n1cnc2c(nnn2-c2cccc(OC)c2)c1=O (stereo unspecified)	5%	-20%	38	36%[activator]	16*	22%	-8%
CCOC(=O)C1=C(C)Nc2nc(C)nn2C1c1ccc(OC)c(OC)c1 (stereo unspecified)	-2%	6%[8.37 µM]	-11	8%	-2	11%	0%
Cc1ccc(-c2cc(C(F)F)n3ncc(C(=O)N4CCN5CCCC5C4)c3n2)cc1 (stereo unspecified)	-6%	?	-9	12µM*	-3	·	1%
CCOCCn1c(SCc2c(F)cccc2Cl)nc2c1c(=O)[nH]c(=O)n2C	-4%	?	55	-23%	-3	50%[activator]	4%
O=C1Nc2ccc([N+](=O)[O-])cc2C1(O)N1CCCCCC1 (stereo unspecified)	-7%	1%	-13	0%	-1	57%[activator]	-10%
COCCCNC(=O)CN(CCc1ccccc1)S(=O)(=O)c1ccccc1	0%	10%	6	4%	2	-11%	-4%
CCC(C)(C)NS(=O)(=O)c1cc(CN2C(=O)c3cccnc3C2=O)ccc1OC	0%	9%	-6	14%	-1	8%	5%
Cc1ccc(NC(=O)c2ccc(CN3CCc4ccccc4C3)cc2)cc1	1%	?	16	16%	3	7%	-3%
O=C(N/N=C/c1ccco1)C1CC1c1ccccc1 (stereo unspecified)	0%	?	-4	-13%	-4	16%	-5%
O=C(Nc1ccc(S(=O)(=O)Nc2ncccn2)cc1)C1=COCCO1	·	19%	·	15%	·	1%	1%
C=CCn1cc(/C=C/c2cc[n+](C)cc2)c2ccccc21	-4%	?	-7	?	-4	·	-14%
O=C(CSCc1ccccc1)NC1CCSC1=O (stereo unspecified)	-10%	32%[activator]	13	4%	-1	?	-4%
CCOCCn1c(N(C)Cc2ccccc2)nc2c1c(=O)[nH]c(=O)n2C	-6%	3%	-7	-16%	-4	-28%	0%

Only TbPYK inhibitor, Shiga toxin inh and Pf growth 96h, for some of the entries so far:
| canonical_smiles | TbPYK inhibitor | Shiga toxin inh | Pf growth 96h |
| --- | --- | --- | --- |
| O=C1Nc2ccc([N+](=O)[O-])cc2C1(O)N1CCCCCC1 (stereo unspecified) | -10% | -13 | 57%[activator] |
| COCCCNC(=O)CN(CCc1ccccc1)S(=O)(=O)c1ccccc1 | -4% | 6 | -11% |
| CCC(C)(C)NS(=O)(=O)c1cc(CN2C(=O)c3cccnc3C2=O)ccc1OC | 5% | -6 | 8% |

Screens as filed in PubChem.
